# ROS inducer = inducers of reactive oxygen species in cancer cells. U2OS ROS induction, H2DCF-DA fluorescence. ROS induction (% of piperlongumine), % at 10 µM. actives 2% (n = 46,000); in the data active = ROS induction above about 79%, passing the limit was not always enough;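 note: 0% = DMSO vehicle median and 100% = reference compound median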
# The depositor's hits bear a star. Only part of the results is shown; the hit share may differ from the screen's.
no.	SMILES	ROS inducer
1	C[C@@H]1CN([C@@H](C)CO)C(=O)c2cc(NC(=O)Nc3ccccc3)ccc2O[C@H]1CN(C)CC1CCCCC1	-1
2	Cc1ccc(N(CC(=O)Nc2ccc(F)cc2)S(C)(=O)=O)cc1	0
3	CCNC(=O)c1ccc(Cl)s1	-10
4	COc1ccc2[nH]c(=O)c(CN(C)C(=O)c3cccc(Cl)c3)cc2c1	0
5	C[C@H](CO)N1C[C@H](C)[C@@H](CN(C)C)Oc2ccc(NC(=O)Cc3cn(C)c4ccccc34)cc2C1=O	-1
6	O=C1C[C@@](C(=O)NCCN2CCOCC2)(c2ccc([N+](=O)[O-])cc2)[C@@H](c2ccc(CO)cc2I)N1CC12CC3CC(CC(C3)C1)C2	-11
7	C[C@@H]1CN([C@H](C)CO)C(=O)c2cccc(NC(=O)Nc3ccc(F)cc3)c2O[C@H]1CN(C)CC1CC1	-4
8	C[C@H](CO)N1C[C@H](C)[C@H](CN(C)Cc2ccc(C(=O)Nc3ccccc3N)cc2)Oc2c(NC(=O)NC3CCCCC3)cccc2C1=O	9
9	COc1ccccc1C(=O)C1C(=O)NC2(C)CC1c1cc(Cl)ccc1O2 (stereo unspecified)	10
10	CC(C)NC(=O)Nc1ccc2c(c1)CC(=O)N([C@H](C)CO)C[C@@H](C)[C@H](CN(C)C(=O)Nc1ccc(C(F)(F)F)cc1)O2	7
11	CCn1cc(CCCC(=O)NCCc2ccc(Cl)cc2)c2ccccc21	-5
12	Cc1ccc(S(=O)(=O)Nc2ccc3c(c2)CC(=O)N([C@H](C)CO)C[C@@H](C)[C@@H](CN(C)Cc2ccc4c(c2)OCO4)O3)cc1	17
13	CC(C)NC(=O)N(C)C[C@@H]1Oc2c(NC(=O)C3CCCCC3)cccc2C(=O)N([C@H](C)CO)C[C@H]1C	-6
14	O=C(CSc1nnc(-c2ccc(Cl)cc2)o1)Nc1ccccc1	15
15	C[C@H]1CN([C@@H](C)CO)C(=O)c2cccc(NC(=O)C3CCOCC3)c2O[C@@H]1CN(C)Cc1ccc(Oc2ccccc2)cc1	68
16	Cc1noc(C)c1S(=O)(=O)Nc1ccc2c(c1)CC(=O)N([C@H](C)CO)C[C@@H](C)[C@@H](CN(C)CC1CC1)O2	5
17	COc1ccc(-c2ccc(=N)n(CCCC(=O)O)n2)cc1	-2
18	O=C(CCCCC(=O)N/N=C/c1cccs1)NO	-1
19	CSc1sc(C(=O)O)c(C)c1S(=O)(=O)c1ccc(Cl)cc1	0
20	COc1ccc(OC)c(S(=O)(=O)Nc2ccc(C(=O)O)cc2)c1	-2
21	Cc1c(C(=O)N2CCCC2)oc2ccc3c(c12)C(=O)CC(C)(C)O3	3
22	O=S(=O)(NCc1ccccn1)c1ccc(I)cc1	59
23	CCOC(=O)N1CCN(Cc2nc(N)nc(Nc3ccc(Oc4ccccc4)cc3)n2)CC1	9
24	COc1ccc(S(=O)(=O)N(C)C[C@@H]2Oc3ccc(NS(C)(=O)=O)cc3C(=O)N([C@@H](C)CO)C[C@H]2C)cc1	-8
25	CC(C)NC(=O)N(C)C[C@@H]1Oc2c(NC(=O)Nc3ccc(F)cc3)cccc2C(=O)N([C@@H](C)CO)C[C@@H]1C	-4
26	Cc1ccc(S(=O)(=O)NCC(=O)Nc2ccc(Cl)cc2Cl)cc1	6
27	CNC[C@H]1Oc2c(NC(=O)Nc3ccc(F)cc3)cccc2C(=O)N([C@H](C)CO)C[C@H]1C	-3
28	C[C@@H]1CCCCO[C@@H](CN(C)C(=O)NC2CCCCC2)[C@@H](C)CN([C@H](C)CO)C(=O)c2cc(NS(=O)(=O)c3ccc(Cl)cc3)ccc2O1	51
29	C[C@H](CO)N1C[C@H](C)[C@@H](CN(C)S(=O)(=O)c2ccc(F)cc2)Oc2c(NC(=O)Nc3ccccc3)cccc2C1=O	-4
30	O=C(N/N=C/c1ccc2c(c1)Cc1ccccc1-2)c1ccccc1O	5
31	C[C@@H]1CCCCO[C@@H](CN(C)C(=O)NC2CCCCC2)[C@@H](C)CN([C@H](C)CO)C(=O)c2cc(NC(=O)CCCN(C)C)ccc2O1	0
32	C[C@H]1CN([C@@H](C)CO)C(=O)c2cccc(NC(=O)Nc3ccc(C(F)(F)F)cc3)c2O[C@@H]1CN(C)C(=O)Nc1ccc(F)cc1	1
33	Cc1ccc(-c2nc(CSCC(=O)Nc3cc(C)on3)c(C)o2)cc1	-2
34	Cc1ccccc1-n1nnnc1SCC(=O)Nc1cccc(Cl)c1Cl	-1
35	COc1ccc(CN(C)C[C@H]2Oc3ccc(NC(=O)NC4CCCCC4)cc3CC(=O)N([C@H](C)CO)C[C@H]2C)cc1	3
36	COc1ccc(CCN=Cc2ccccc2O)cc1OC	-18
37	COc1cccc2cc(-c3nnc(SCC(=O)Nc4cccc(SC)c4)n3C)oc12	29
38	O=C(Cn1cccc1C(=O)c1ccccc1)NC1CC1	-2
39	CC1CC2(CC(C)(C(=O)CSc3n[nH]c(-c4ccccc4Cl)n3)OC2=O)C(=O)O1 (stereo unspecified)	-9
40	Cc1cc[n+](Cc2ccccn2)c(N)c1	-9
41	C[C@@H]1CN([C@@H](C)CO)C(=O)c2cc(NC(=O)Cc3ccccc3)ccc2O[C@@H]1CN(C)C(=O)Nc1ccc(F)cc1	13
42	C[C@H](CO)N1C[C@H](C)[C@@H](CN(C)S(=O)(=O)c2cccs2)Oc2c(NS(=O)(=O)c3ccc(F)cc3)cccc2C1=O	1
43	CC1(C)CC[C@]2(C(=O)O[C@@H]3O[C@H](CO)[C@@H](O)[C@H](O)[C@H]3O)CC[C@]3(C)C(=CCC4[C@@]5(C)CC[C@H](O[C@@H]6OC[C@H](O)[C@H](O)[C@H]6O[C@@H]6O[C@H](CO)[C@@H](O)[C@H](O)[C@H]6O[C@@H]6OC[C@H](O)[C@H](O)[C@H]6O)[C@@](C)(CO)C5CC[C@]43C)C2C1 (stereo partly specified)	-6
44	Cc1noc(C)c1NC(=O)Nc1cccc2c1O[C@@H](CN(C)CC1CC1)[C@H](C)CN([C@H](C)CO)C2=O	5
45	CC(Oc1ccccc1Br)C(=O)N1CCc2ccccc21 (stereo unspecified)	-13
46	Cc1noc(C)c1S(=O)(=O)Nc1ccc2c(c1)C(=O)N([C@@H](C)CO)C[C@@H](C)[C@H](CN(C)C(=O)NC1CCCCC1)O2	-9
47	COc1ccc(S(=O)(=O)Nc2ccc3c(c2)CC(=O)N([C@@H](C)CO)C[C@H](C)[C@H](CN(C)C(=O)Nc2ccc(C(F)(F)F)cc2)O3)cc1	7
48	CCOc1ccc(N=CNc2ccc(OCC)cc2)cc1	27
49	CC(C)(C)C1CCc2c(sc(NC(=O)COc3ccccc3Cl)c2C(N)=O)C1 (stereo unspecified)	-1
50	C=CCNC(=O)[C@@H]1[C@H]2C(=O)O[C@H](c3ccccc3)[C@H](c3ccccc3)N2[C@H](c2ccccc2OCCO)[C@@]12C(=O)N(C(=O)OCCOC)c1ccc(C#CCC(C(=O)OC)C(=O)OC)cc12	110*
51	C[C@H]1CN([C@@H](C)CO)C(=O)Cc2cc(NC(=O)C3CC3)ccc2O[C@H]1CN(C)Cc1ccc(C(=O)O)cc1	-13
52	C[C@@H]1CN([C@H](C)CO)C(=O)c2cc(NS(=O)(=O)c3ccc(F)cc3)ccc2O[C@H]1CN(C)Cc1ccccc1	-4
53	COc1ccc(NC(=O)Nc2ccc3c(c2)C(=O)N([C@H](C)CO)C[C@@H](C)[C@H](CN(C)S(=O)(=O)c2ccc(F)cc2)O3)cc1	-14
54	C[C@@H]1CN([C@@H](C)CO)C(=O)Cc2cc(NC(=O)Nc3ccccc3)ccc2O[C@@H]1CN(C)S(=O)(=O)c1cn(C)cn1	5
55	O=C(Nc1cccc2ccccc12)C12CC3CC(CC(C3)C1)C2	-2
56	C[C@@H]1CN([C@H](C)CO)C(=O)c2cc(NC(=O)Cn3cnnn3)ccc2O[C@H]1CN(C)C(=O)Nc1ccc(F)cc1	-5

# More results follow:
no.	SMILES	ROS inducer
57	O=[N+]([O-])c1ccc(NCCCn2ccnc2)nc1	-6
58	C[C@H](CO)N1C[C@H](C)[C@@H](CN(C)Cc2ccc(Cl)c(Cl)c2)OCc2cnnn2CCCC1=O	26
59	C[C@H]1CN([C@@H](C)CO)C(=O)Cc2cc(NC(=O)Nc3cccc4ccccc34)ccc2O[C@H]1CN(C)C(=O)Nc1ccccc1	7
60	C=CCn1c(C(C)Oc2ccc(Cl)cc2Cl)n[nH]c1=S (stereo unspecified)	17
61	C[C@@H]1CN([C@H](C)CO)C(=O)Cc2cc(NC(=O)Nc3ccc(C(F)(F)F)cc3)ccc2O[C@H]1CN(C)C(=O)Nc1ccccc1	16
62	COc1cc2c(cc1OC)C(COc1ccc(F)cc1)N(C(=O)c1ccc(Cl)cc1)CC2 (stereo unspecified)	25
63	O=C(c1cnn2ccccc12)N1CCC(C(O)(c2ccccc2)c2ccccc2)CC1	-17
64	COC(=O)c1ccc(-c2ccco2)n1CC(=O)N1CCCC1	-12
65	C[C@@H]1CN([C@H](C)CO)C(=O)CCCn2nncc2CO[C@H]1CN(C)Cc1cccc(C(=O)O)c1	-4
66	COC(=O)c1ccc(CSc2nnc(-c3ccccc3)o2)o1	3
67	C[C@H]1CN([C@@H](C)CO)C(=O)c2cc(NC(=O)Cn3cnnn3)ccc2O[C@@H]1CN(C)Cc1ccc2c(c1)OCO2	-4
68	C[C@H]1CN([C@@H](C)CO)C(=O)Cc2cc(NS(=O)(=O)c3ccccc3)ccc2O[C@@H]1CN(C)S(=O)(=O)c1ccccc1	-2
69	C[C@H](CO)N1C[C@H](C)[C@@H](CN(C)Cc2ccc(C(F)(F)F)cc2)Oc2c(NC(=O)C3CC3)cccc2C1=O	22
70	Cc1ccc(S(=O)(=O)c2nc(-c3cccs3)oc2NCc2cccnc2)cc1	-16
71	COc1ccc(S(=O)(=O)Nc2cccc3c2O[C@@H](CN(C)C(=O)Nc2ccc(F)cc2)[C@H](C)CN([C@H](C)CO)C3=O)cc1	-1
72	C[C@@H]1CN([C@@H](C)CO)C(=O)Cc2cc(NC(=O)C3CCCCC3)ccc2O[C@@H]1CN(C)Cc1ccc(Cl)c(Cl)c1	25
73	C[C@H]1CN([C@@H](C)CO)C(=O)c2cc(NC(=O)Nc3ccc(C(F)(F)F)cc3)ccc2O[C@@H]1CN(C)C(=O)NC1CCCCC1	9
74	CCOc1ccccc1NC(=O)CC1NCCNC1=O (stereo unspecified)	-4
75	O=C(COc1ccc(Cl)cc1)CC(=O)c1ccc(Cl)cc1	25
76	C[C@H]1CN([C@@H](C)CO)C(=O)c2cc(NS(=O)(=O)c3ccc(Cl)cc3)ccc2O[C@@H]1CN(C)CC1CCCCC1	-16
77	O=C(O)/C=C/C(=O)N(Cc1ccccc1)Cc1ccccc1	-11
78	Cc1noc(C)c1S(=O)(=O)Nc1ccc2c(c1)CC(=O)N([C@H](C)CO)C[C@@H](C)[C@@H](CN(C)Cc1ccccc1)O2	-2
79	CC(=O)c1cccc(NC(=O)C2CCCN(S(=O)(=O)c3ccccc3)C2)c1 (stereo unspecified)	1
80	O=C(NCc1ccc(N2CCOCC2)cc1)c1cc(F)cc2c1OCOC2	2
81	C[C@H](CO)N1C[C@H](C)[C@H](CN(C)Cc2ccncc2)Oc2ccc(NC(=O)C3CC3)cc2CC1=O	9
82	C[C@H]1CN([C@@H](C)CO)C(=O)c2cc(NC(=O)Cc3cn(C)c4ccccc34)ccc2O[C@H]1CN(C)C(=O)Nc1ccccc1	-6
83	CC(=O)Nc1ccc(NC(=O)CN(C)S(=O)(=O)c2ccc(Br)cc2)cc1	-1
84	C[C@@H]1CN([C@H](C)CO)C(=O)c2cccc(NC(=O)Nc3ccc(F)cc3)c2O[C@H]1CN(C)Cc1ccccc1	7
85	CCOC(=O)C1=C(C)Nc2ncnn2C1c1ccco1 (stereo unspecified)	-8
86	C[C@H](CO)N1C[C@H](C)[C@H](CN(C)Cc2ccc(C(F)(F)F)cc2)Oc2ccc(NC(=O)Cc3ccccc3)cc2C1=O	4
87	C[C@@H]1CN([C@H](C)CO)C(=O)c2cc(NS(=O)(=O)c3ccccc3)ccc2O[C@@H]1CN(C)S(=O)(=O)c1ccccc1	-1
88	Cc1ccc(S(=O)(=O)N(C)C[C@H]2Oc3ccc(NC(=O)Nc4ccc(F)cc4)cc3C(=O)N([C@H](C)CO)C[C@@H]2C)cc1	-2
89	Cc1nnnn1CC(=O)Nc1cccc([N+](=O)[O-])c1	-4
90	COc1ccc(S(=O)(=O)Nc2ccc3c(c2)C(=O)N([C@H](C)CO)C[C@H](C)[C@@H](CN(C)C(=O)Cc2ccccc2)OCCCC[C@@H](C)O3)cc1	-1
91	CCN(CC)S(=O)(=O)c1ccc(-c2cn3ccccc3n2)cc1	-5
92	CC(C)NC(=O)Nc1cccc2c1O[C@@H](CN(C)S(=O)(=O)c1ccc(F)cc1)[C@H](C)CN([C@H](C)CO)C2=O	33

# Source: PubChem BioAssay
